Efflux pump mplx: inhibitors of Candida efflux pumps in yeast, primary screen, S. cerevisiae, Nile Red, multiplex; S. cerevisiae Candida pump triplex; inhibition, % at 10 µM; 330,000 tested, 0.44% active;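 active means plate passing quality check with inhibition over a set limit, or well fluorescence over plate mean plus 4 SD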;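 further: Nile Red retained in pooled yeast measured as flow cytometry median fluorescence; 0% = buffer negative control and 100% = Enniatin B positive control; higher means more Nile Red kept so more efflux inhibition; some compounds called inactive have numbers as strong as hits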
PP5 primary: PP5 phosphatase inhibitors, primary screen, biochemical, fluorescence; Serine/threonine-protein phosphatase 5 (Homo sapiens), P53041; purified PP5c, OMFP substrate fluorescence; inhibition, % at 6.7 µM; 320,000 tested, 0.18% active; AID 1987, 2009;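 active means inhibition above the campaign's mean inhibition across all tested compounds plus 3 SD, cut at about 9.5% in these data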;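 further: 0% = DMSO only and 100% = 100 µM cantharidin control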
HCV core dimer: inhibitors of HCV core protein dimerization, primary screen, biochemical, TR-FRET, high-throughput; TR-FRET GST/Flag-core106 dimerization, 1536-well; inhibition, % at 5 µM; 300,000 tested, 0.33% active;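 active means inhibition above the mean of all tested compounds plus 3 SD, set per screening campaign, cut at about 45% in these data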
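Test system: GST/Flag-tagged HCV core106 proteins; Medium: KF-containing HEPES buffer, pH 7.45, DTT, CHAPS, BSA; Times: compound-protein-antibody incubation 4 h at 22.5 °C; Detection: TR-FRET 671 and 617 nm emission; Benchmarks: wells lacking GST-core106 and wells with excess unlabelled core106.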
proCasp7 act: procaspase-7 activators, primary screen, counter-screen for procaspase-3 activator project, biochemical, absorbance, HTS, human; recombinant procaspase-7, Ac-DEVD-pNA absorbance 405 nm; D23A/D198A/D206A triple mutant, cannot self-cleave; scale: DMSO 0, 5 µM enzyme 100; activation, % at 8.5 µM; 330,000 tested, 0.093% active;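 active means percent activation above the screen-wide mean plus 3 SD, cut at about 25% in these data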
Target sequence (P55210 whole entry D23A/D198A/D206A): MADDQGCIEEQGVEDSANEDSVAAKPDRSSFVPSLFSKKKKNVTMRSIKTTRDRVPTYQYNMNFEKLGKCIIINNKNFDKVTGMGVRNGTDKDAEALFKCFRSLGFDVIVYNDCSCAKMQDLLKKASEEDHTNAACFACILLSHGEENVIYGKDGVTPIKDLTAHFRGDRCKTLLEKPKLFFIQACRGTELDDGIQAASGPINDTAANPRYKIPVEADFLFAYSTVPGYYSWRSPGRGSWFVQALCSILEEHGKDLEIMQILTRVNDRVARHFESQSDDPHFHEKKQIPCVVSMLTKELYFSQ
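Material: Procaspase-7 triple mutant (PC-7 D3A) | Quantity: 2 µM procaspase-7 mutant as dispensed | Reagent: DEVD-pNA substrate | Times: 1 h preincubation, 2 h reaction | Technique: 405 nm absorbance of p-nitroaniline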
procasp3 activ: activators of human procaspase-3 D3A mutant, primary screen, biochemical, absorbance, PC-3 D3A mutant, single concentration; Caspase-3 (Homo sapiens), P42574; recombinant procaspase-3 D3A, Ac-DEVD-pNA absorbance 405 nm; activation, % at 8.5 µM; 330,000 tested, 0.11% active;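 active means activation above the mean of all tested compounds plus 3 SD, cut at about 21% in these data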;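 further: 0% = DMSO alone and 100% = DMSO wells spiked with extra 5 µM PC-3 D3A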
Target sequence (P42574 whole entry D9A/D28A/D175A): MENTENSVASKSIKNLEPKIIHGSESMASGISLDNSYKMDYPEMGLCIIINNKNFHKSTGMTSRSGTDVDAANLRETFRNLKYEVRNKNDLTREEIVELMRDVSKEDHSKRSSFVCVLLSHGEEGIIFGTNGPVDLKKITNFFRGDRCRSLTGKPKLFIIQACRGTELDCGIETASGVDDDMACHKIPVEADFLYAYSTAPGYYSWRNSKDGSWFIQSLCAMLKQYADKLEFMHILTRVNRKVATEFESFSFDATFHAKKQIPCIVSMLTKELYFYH
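Test system: Procaspase-3 D3A mutant; medium: Zinc-free HEPES/NaCl buffer with 0.01% Triton X-100 at pH 7.4; reagent: DEVD-pNA substrate; doses: one concentration, 8.5 µM nominal, 0.8% DMSO; times: 1 h preincubation plus 2 h reaction at 25 °C; signal: Epi-absorbance at 405 nm of released p-nitroaniline, 0 and 120 min; replicates: singlicate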
CTSL1 counter: Fasciola hepatica cathepsin L1 inhibitors, primary screen, counter-screen for PFM18AAP inhibitor project, biochemical, QFRET, fluorogenic peptide substrate | recombinant F. hepatica cathepsin L1, Z-Leu-Arg-MCA fluorescence | inhibition, % at 5.96 µM | 300,000 tested, 0.49% active | AID 1906, 2009;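 active means inhibition above the mean of all tested compounds plus 3 SD, set per screening campaign, cut at about 17% in these data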;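 further: 0% = plate median of test compound wells and 100% = 1 µM Z-Phe-Ala-diazomethylketone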
JMJD2C inh: inhibitors of GASC-1 histone demethylase, primary screen, biochemical, fluorescence, DELFIA europium. GST-JMJD2C(1-420) H3K9me3 demethylation. inhibition, % at 2.35 µM. 330,000 tested, 0.069% active. Lysine-specific demethylase 4C (Homo sapiens), Q9H3R0;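 active means more than half of a compound's replicate wells show inhibition beyond 50%, single wells judged on their own value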;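 further: signal counts dimethyl H3K9 product captured on neutravidin plate; 0% = median of DMSO wells and 100% = 0.3 times that DMSO median; strong numbers were not always called active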
TPT1 inh: Candida albicans TPT1 enzyme inhibitors, primary screen, biochemical, fluorescence polarization | tRNA 2'-phosphotransferase TPT1 (Candida albicans SC5314) | 300,000 tested, 0.81% active | AID 1962, 2009 | inhibition, % at 5 µM | recombinant caTPT1, FP RNA substrate dephosphorylation;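 active means inhibition above the mean of all tested compounds plus 3 SD, set per screening campaign, cut at about 24% in these data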;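 further: plate controls were DMSO alone for no effect and ferristatin control at 100 nM for full effect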
PP1 inh: PP1-alpha phosphatase inhibitors, primary screen, counter-screen for PP5 inhibitor project, biochemical, fluorescence, OMFP substrate, single point | 320,000 tested, 0.9% active | purified PP1alpha | inhibition, % at 6.7 µM;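 active means inhibition above the mean inhibition of all tested compounds plus 3 SD, computed separately for each screening campaign, cut at about 15% in these data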
Target sequence (P62136 whole entry, looked up): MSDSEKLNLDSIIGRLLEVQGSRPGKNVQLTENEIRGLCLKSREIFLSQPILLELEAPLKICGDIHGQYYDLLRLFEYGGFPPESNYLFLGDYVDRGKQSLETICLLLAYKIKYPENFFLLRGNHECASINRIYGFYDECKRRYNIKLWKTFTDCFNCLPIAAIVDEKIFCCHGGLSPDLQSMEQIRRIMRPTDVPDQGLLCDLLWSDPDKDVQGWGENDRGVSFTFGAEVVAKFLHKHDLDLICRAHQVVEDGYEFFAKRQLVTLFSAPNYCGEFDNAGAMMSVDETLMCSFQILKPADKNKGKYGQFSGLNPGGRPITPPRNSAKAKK
The depositor's hits bear a star; · = not tested or not shown.

The line under a structure holds: HCV core dimer, JMJD2C inh, CTSL1 counter, procasp3 activ, TPT1 inh, PP5 primary, proCasp7 act, PP1 inh, Efflux pump mplx
- COc1cc(/C=C/C(=O)OCC(=O)NC2CCCCCCC2)ccc1O
  ·, -13, ·, -1, ·, ·, 12, ·, -0.2
- Cc1nnc(SCCn2c(Br)nc3c2c(=O)n(C)c(=O)n3C)s1
  1, -8, 2, 1, 0, 1.6, -1, -3, 0.0
- NNC(=O)c1cccc(COc2ccccc2Br)c1
  2, 26, 1, -10, -3, -0.7, 0, 6, -0.1
- CC(NCC(O)COCc1ccc(Cl)cc1)c1ccccc1 (stereo unspecified)
  3, 6, -2, 6, -3, 1.3, 11, -1, 0.0
- N/C(=N\OC(=O)CCCCCN1C(=O)c2ccccc2C1=O)c1ccccc1
  -2, -8, 4, 3, -4, 1.1, 8, -1, -0.1
- O=C(COC(=O)c1ccc[nH]c1=O)NC1CCCCC1
  -3, 0, 0, 1, 5, -0.7, 0, 0, 0.2
- O=C1NC(=Nc2cccc(O)c2)S/C1=C\c1cccnc1
  5, 13, 1, -2, 2, -2.9, -3, 0, -0.1
- CC1CCCCN1C(=S)NC(=O)c1cccs1 (stereo unspecified)
  1, 4, -4, -12, -2, -0.7, -19, -5, 0.0
- O=C(Cn1cnc2c(nnn2Cc2ccc(F)cc2)c1=O)Nc1ccccc1
  4, 6, 2, 6, -1, -1.5, 5, 2, -0.1
- Cc1cc(NC(=O)CS(=O)(=O)c2cn(C)c3ccccc23)no1
  5, 9, -1, 5, 0, 0.6, 10, 0, -0.1
- Cc1ccc2oc(C(=O)NCC3CCOCC3)c(C)c2c1
  -4, -1, -2, -5, 2, 0.7, -4, -3, 0.6
- CN1CCN(C(=O)c2cc(-c3ccco3)on2)CC1
  -4, 7, -1, 1, 0, 2.9, 5, -5, 0.0
- Cc1cnc(C(=O)NC2CCSc3ccccc32)cn1 (stereo unspecified)
  4, -2, -2, 3, -1, 1.6, -8, 2, 0.1
- C=C(C)Cn1c(-c2ccc(OC)cc2)nc2ccccc21
  3, -4, 2, -2, 2, 1.5, -5, 0, 0.2
- CCOc1ccc(S(=O)(=O)N2CCCCC2)cc1NC(=O)c1c(CC)noc1C
  6, -7, 1, 8, -1, 1.9, 7, -6, 0.1
- N#Cc1c(-c2ccccc2)nc(SCc2cccc(C(F)(F)F)c2)[nH]c1=O
  21, 1, 7, -1, -1, 3.9, -1, 22*, -0.1
- COc1cc(/C=N/O)ccc1Oc1cnccn1
  2, 9, 0, -1, -6, -0.8, 0, -5, -0.2
- Cn1c(=O)c2c(nc(CN3CCN(c4ccc(F)cc4)CC3)n2Cc2ccccc2F)n(C)c1=O
  9, -2, 0, -10, -1, 0.2, 5, 1, 0.1
- CCCCn1c(N)c(N(CC(C)C)C(=O)c2ccc(N(C)S(=O)(=O)c3ccc(C)cc3)cc2)c(=O)[nH]c1=O
  -4, -7, 1, 14, -2, 0.6, 8, -5, -0.1
- O=C(NCCCCCNC(=O)c1ccccn1)c1ccccn1
  -4, -1, -2, -7, -3, -1.2, 9, 1, -0.1
- C/C(=N\NC=O)c1ccncc1
  0, 3, -1, 16, -2, -2.1, 8, -3, 0.0
- Cc1cc(C)nc(/N=c2/ssnc2Cl)c1
  -34, 3, 22*, -26, -1, 1.0, -39, -1, 0.0
- CC(C)CC(=O)NN1CCCCC1
  0, 7, -4, -7, -1, -1.3, 1, -4, 0.1
- Cc1cc(O)c(/C=N/c2ccccn2)c(=O)o1
  -2, -1, -4, 2, 6, -1.4, 6, -2, -0.1
- COc1cc(/C=N/NC(=O)c2cc(C34CC5CC(CC(C5)C3)C4)[nH]n2)ccc1O
  19, 4, 0, 4, 2, 1.4, -8, 2, 0.0
- Cc1cccc(C(=O)N[C@H](C(=O)Nc2nccs2)C(C)C)c1
  -4, -5, 0, -3, 3, -0.3, 6, -2, 0.1
- CN(C)S(=O)(=O)c1cccc(NC(=O)c2ccc3c(c2)S(=O)(=O)N=C2CCCCCN23)c1
  2, 0, 0, 4, 0, -0.6, 3, -7, 0.0
- CCCCCCCC(=O)OCC(COC(=O)CCCCCCC)OC(=O)CCCCCCC
  ·, 4, ·, 2, ·, 1.1, -1, -5, 0.1
- O=C(NCc1ccncc1)c1cccc(NS(=O)(=O)c2ccc(F)c(F)c2)c1
  ·, 0, ·, 9, ·, -1.4, 1, 2, 0.2
- NC(=O)Cc1ccc(C(=O)CSc2nnc(-c3ccncc3)n2C2CC2)s1
  ·, 2, ·, -13, ·, ·, -6, ·, -0.3
- CCn1cc(S(=O)(=O)CC(=O)Nc2ccc(C)cc2)c2ccccc21
  2, -7, -1, 3, 0, 0.2, 7, -3, 0.1
- Cc1ccc(Nc2nc3ccccc3c(=O)s2)cc1C
  5, 1, 1, -6, 0, -0.9, 5, -3, 0.0
- CCc1c(C)sc(NC(NC(C)=O)(C(=O)OC)C(F)(F)F)c1C#N (stereo unspecified)
  -1, 2, -1, 5, -1, 0.2, 6, -3, -0.2
- Cn1nnnc1SCCNC(=O)C1CCC(=O)N(Cc2ccc(Cl)cc2)C1 (stereo unspecified)
  -3, 3, 3, 1, 3, -2.5, -1, -2, 0.5
- Cc1ccccc1OCC(=O)Nc1ccccc1C(=O)NC1CC1
  -2, 0, -5, -8, -3, 1.3, -6, 2, 0.0
- COc1cccc(-c2csc(NC(C)=O)n2)c1
  -9, 2, 1, -70, -1, -1.4, 4, -1, -0.2
- CCCOc1ccc(N2C(=O)CC(NCCNc3ccc([N+](=O)[O-])cn3)C2=O)cc1 (stereo unspecified)
  -5, -5, 0, -21, -2, -1.0, -16, 5, 0.0
- CC(=O)c1ccc(S(=O)(=O)N2CCC(Oc3ccc(-n4cnnn4)cc3)CC2)cc1
  -4, -2, 0, 4, -3, 0.3, 4, -3, 0.1
- COc1cc(OC)c(NC(=O)CCc2nc(-c3ccc(C)cc3)no2)cc1Cl
  4, -1, 0, -5, 1, 4.3, 6, -3, 0.0
- Cc1ccc(Cl)cc1NC(=O)COC(=O)c1ccc(COc2ccc3c(C)cc(=O)oc3c2)cc1
  3, -6, -2, 2, -2, 1.0, 0, -4, 0.2
- CC(C)(C)OC(=O)N1CCC(C(=O)NCC2CCCO2)CC1 (stereo unspecified)
  -2, 4, -1, 12, -2, -1.1, 10, -2, 0.0
- COc1cccc(CC(=O)NC2CCCN(Cc3ccccc3F)C2)c1 (stereo unspecified)
  1, 24, 2, 3, 3, -1.2, 2, 0, 0.0
- Cc1nn(C)cc1C(C(=O)NC1CCCCC1)N(CCc1ccccc1)C(=O)c1cnccn1 (stereo unspecified)
  -1, 11, -1, -6, 1, 0.4, 5, 4, 0.1
- Cc1ccc(S(=O)(=O)NC(CC(C)C)C(=O)N2CCOCCOCCOCC2)cc1 (stereo unspecified)
  -6, -6, 4, 6, 2, 0.8, -2, -4, -0.1
- Cc1ccc(C2N(C)c3ccccc3-c3nc4ccccc4n32)o1 (stereo unspecified)
  6, 3, -2, 12, 3, 4.0, 7, -2, -0.1
- NC(=O)c1ccc(NC(=O)COC(=O)CCCN2C(=O)c3cccc4cccc(c34)C2=O)cc1
  9, -3, 1, -10, 2, 3.5, 12, -4, -0.1
- CCOC(=O)c1c(NC(=O)c2ccccc2Br)sc2c1CCc1ccccc1-2
  5, -1, 1, -2, -2, 0.5, -11, 3, 0.0
- S=C(NCc1ccccn1)Nc1ccc(Cl)cc1
  5, -7, -2, -12, 0, 3.0, -4, -2, -0.1
- NS(=O)(=O)c1ccc(N/N=C2/CCCCC2C2CCCCC2)c([N+](=O)[O-])c1 (stereo unspecified)
  11, 8, 2, -3, 1, 4.7, -2, 2, 0.6
- CN(C)c1ccc(/C=N/NC(=O)C(=O)/C=C2\NC3(CCCC3)Cc3ccccc32)cc1
  33, 1, 4, 0, 7, 5.2, -7, 10, 0.6
- CCc1nc(-c2ccccc2)cc(=O)[nH]1
  3, 1, 3, 0, 0, -0.6, -3, -2, -0.3
- CN(C(=O)CCc1ccccc1)c1nnc(-c2ccncc2)s1
  0, -10, 12, -3, -1, -0.8, 2, 2, 0.2
- COc1ccc(Oc2cc(Cl)nc(N)n2)cc1
  5, -12, -3, 7, 1, 2.4, -5, -2, 0.2
- O=C(NCCc1ccccc1)c1ccc2c(c1)OCCO2
  -9, -7, -3, 3, 1, 3.2, 12, 2, 0.1
- CN(C)/C=N/c1cc(=O)n(C)c(=O)n1CC1CC1
  -10, -1, 0, -1, -2, -1.6, 2, -3, ·
- S=C(NCc1ccco1)Nc1ccc(Oc2ccc(Cl)cc2)cc1
  3, -2, -4, 4, -3, 1.9, 5, -2, 0.0

Sorted by formula weight (low to high): 3 of the compounds above.
The line under a structure holds: HCV core dimer, JMJD2C inh, CTSL1 counter, procasp3 activ, TPT1 inh, PP5 primary, proCasp7 act, PP1 inh, Efflux pump mplx
- S=C(NCc1ccccn1)Nc1ccc(Cl)cc1
  5, -7, -2, -12, 0, 3.0, -4, -2, -0.1
- CC(C)(C)OC(=O)N1CCC(C(=O)NCC2CCCO2)CC1 (stereo unspecified)
  -2, 4, -1, 12, -2, -1.1, 10, -2, 0.0
- Cc1ccc(C2N(C)c3ccccc3-c3nc4ccccc4n32)o1 (stereo unspecified)
  6, 3, -2, 12, 3, 4.0, 7, -2, -0.1

Assay outcomes from PubChem.
